# CHO-K1 Ca PAM = nonselective calcium activators in parental CHO-K1 cells, primary screen, counter-screen for M1 PAM project, cell-based, Fluo-8 calcium fluorescence, full deck, 1536-well | ATP EC20; 0% at ATP EC20, 100% at ATP max | activation, % at 3 µM | hit rate 0.02% among 360,000 | AID 602247, 2012;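 active = activation above the run cutoff, the mean activation of all test compounds plus 3 SD, cut at about 40% in these data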;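 also: peak over basal fluorescence ratio in a 140 s read after ATP addition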
# V1R ag counter = agonists of human V1a receptor, primary screen, counter-screen for OXTR agonist project, fluorescence, CHO-V1R cells. Fluo-8 calcium fluorescence, agonist mode; 0% DMSO, 100% 3 nM vasopressin. activation, % at 3 µM. hit rate 0.25% among 320,000;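 active = activation above the mean activation of all tested compounds plus 3 SD, per screening run, cut at about 20% in these data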;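 also: signal is peak over basal fluorescence ratio across a 100 second FLIPR read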
# Target sequence (P37288 whole entry, looked up): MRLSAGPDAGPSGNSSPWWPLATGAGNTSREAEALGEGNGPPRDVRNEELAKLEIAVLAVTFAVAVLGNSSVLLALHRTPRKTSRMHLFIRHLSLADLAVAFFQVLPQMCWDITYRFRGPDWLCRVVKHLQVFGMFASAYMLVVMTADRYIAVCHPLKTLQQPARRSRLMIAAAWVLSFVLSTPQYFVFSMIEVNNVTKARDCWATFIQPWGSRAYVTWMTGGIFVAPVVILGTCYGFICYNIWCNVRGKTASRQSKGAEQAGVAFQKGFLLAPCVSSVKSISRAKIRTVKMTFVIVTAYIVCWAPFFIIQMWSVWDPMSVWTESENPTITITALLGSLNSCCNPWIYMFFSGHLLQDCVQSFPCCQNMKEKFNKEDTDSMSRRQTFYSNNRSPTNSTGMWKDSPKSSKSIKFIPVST
# CHO-K1 Ca ag = counter-screen for M1 agonists: effect in parental CHO-K1 cells; Fluo-8 calcium fluorescence; scaled to maximal ATP response, vehicle zero; activation, % at 3 µM; hit rate 0.48% among 360,000; AID 602248, 2012; in the data active = activation above about 15%;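 also: untransfected CHO-K1 host cells lacking M1 receptor as counterscreen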
# CHO parental Ca = ATP-evoked calcium signal inhibitors, parental CHO, primary screen, counter-screen for OX1R antagonist project, cell-based, fluorescence, Fluo-8 calcium dye | hit rate 0.63% among 330,000 | parental CHO-K1, ATP-induced calcium, Fluo-8 fluorescence | inhibition, % at 5.6 µM;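 active = inhibition above that plate's mean sample inhibition plus 3 SD, cut at about 26% in these data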;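 also: 0% = ATP-challenged DMSO wells and 100% = DMSO wells without ATP; some compounds past the cut are filed as inactive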
#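 Assay system: untransfected parental CHO cell line. Also added: ATP agonist challenge. Dosing: one dose, 5.6 µM nominal. Measured by: Fluo-8 fluorescence. Read-out: % inhibition. Benchmarks: ATP wells versus no-ATP DMSO wells. Repeats: no replicates.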
# CHRM1 agonist = human M1 muscarinic receptor agonists, primary screen, Fluo-8 calcium fluorescence, CHO-K1 cells, HTS; Muscarinic acetylcholine receptor M1 (Homo sapiens), P11229; hit rate 0.33% among 360,000; activation, % at 3 µM; CHO-K1 hM1, agonist mode; 0% DMSO, 100% acetylcholine EC100;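 active = activation above the run's mean compound activation plus 3 SD, cut at about 16% in these data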;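 also: peak over basal fluorescence ratio within a 140 s kinetic read after compound addition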
# OXTR potentiator = human OXTR potentiators, primary screen, fluorescence, CHO-OTR cells, Fluo-8 calcium; hit rate 0.061% among 320,000; Fluo-8 calcium fluorescence, potentiator mode; 0% = oxytocin EC15, 100% = EC100; Oxytocin receptor (Homo sapiens), P30559; AID 2445, 2010; activation, % at 3 µM;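 active = activation above that plate's cutoff, the mean activation of tested compounds plus 3 SD, cut at about 6.6% in these data, passing the limit was not always enough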;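 also: 100% uses oxytocin at 75 nM as the full agonist control; some results filed as inactive read as strong as hits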
#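 Measured by – Fluo-8 calcium dye fluorescence · Test system – human OTR in CHO cells · Dosing – one concentration, 3.0 µM compound · Controls – EC15 oxytocin alone as 0%, 75 nM oxytocin as 100% · Evaluation – normalized max/min fluorescence ratio, % activation · Timing – 6 min pre-incubation, 100 s read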
# CHO-K1 Ca antag = counter-screen for M1 antagonists: effect in parental CHO-K1 cells. ATP-induced calcium, Fluo-8 fluorescence. inhibition, % at 3 µM. hit rate 0.6% among 360,000;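 active = inhibition above a per-plate cutoff, the plate's mean sample inhibition plus 3 SD, cut at about 24% in these data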;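 also: 0% = DMSO plus EC80 ATP and 100% = DMSO alone without ATP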
# TAAR1 antag = human TAAR1 antagonists, primary screen, Fluo-8 calcium fluorescence, CHO RD-HGA16 cells | Trace amine-associated receptor 1 (Homo sapiens), Q96RJ0 | antagonist | inhibition, % at 3 µM | hit rate 1.5% among 360,000 | AID 624466, 2012;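 active = inhibition above a per-plate cutoff, the mean inhibition of test compounds on that plate plus 3 SD, cut at about 49% in these data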;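 also: 0% = DMSO plus EC80 beta-PEA response and 100% = DMSO alone without agonist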
# Target sequence (Q96RJ0 whole entry, looked up): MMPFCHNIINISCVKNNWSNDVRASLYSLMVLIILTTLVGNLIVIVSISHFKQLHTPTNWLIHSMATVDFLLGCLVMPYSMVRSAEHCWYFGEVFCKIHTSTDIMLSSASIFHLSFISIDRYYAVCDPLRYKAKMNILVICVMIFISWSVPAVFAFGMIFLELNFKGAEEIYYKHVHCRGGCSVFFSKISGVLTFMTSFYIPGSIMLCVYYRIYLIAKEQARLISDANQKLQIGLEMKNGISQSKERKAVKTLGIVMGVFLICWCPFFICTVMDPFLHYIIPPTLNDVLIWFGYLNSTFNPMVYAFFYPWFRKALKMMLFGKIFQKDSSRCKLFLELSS
#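 Test system: hTAAR1-expressing CHO RD-HGA16 cells, Gα16-coupled; Probe or stimulus: EC80 β-phenethylamine stimulus; Compound dosing: single nominal final test compound concentration of 3 µM; Timing: 140 s kinetic read after compound, 140 s after agonist; Signal: Fluo-8 calcium-sensitive fluorescence; Measure: % inhibition of agonist calcium response; Controls: DMSO and EC80 PEA controls.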
# TAAR1 agonist = human TAAR1 agonists, primary screen, Fluo-8 calcium fluorescence, CHO RD-HGA16 cells | Trace amine-associated receptor 1 (Homo sapiens), Q96RJ0 | vehicle wells 0%, saturating PEA agonist 100% | activation, % at 3 µM | hit rate 0.99% among 360,000 | AID 624467, 2012;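 active = activation above the mean activation of all test compounds in the run plus 3 SD, cut at about 38% in these data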
#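 Test system: RD-HGA16 (CHO) cells co-expressing Gα16 and hTAAR1; dosing: one-point dosing at 3 µM (nominal); timing: 17-24 h seeding, 75 min 37 °C dye, 30 min RT; signal: kinetic Fluo-8 calcium fluorescence; read-out basis: % activation relative to PEA EC100 response; controls: DMSO and PEA EC100; replicates: n 1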
# Active calls of the source: *; x = not tested or not shown. Compounds were not picked by outcome. Share with any hit: about 3.3%.
SMILES,CHO-K1 Ca PAM,V1R ag counter,CHO-K1 Ca ag,CHO parental Ca,CHRM1 agonist,OXTR potentiator,CHO-K1 Ca antag,TAAR1 antag,TAAR1 agonist
Nc1nc(Cl)cc(=O)n1Cc1ccc(Cl)cc1,20,-0.5,1.9,-9,-2,-5,-14,-15,1
COc1cccc(/C=N/NC(=O)c2cc(-c3cccn3C)n[nH]2)c1,4,0.0,0.8,1,-5,-8,-1,19,5
Cc1cccc(NC2=NCC(=O)N2Cc2cccs2)c1,14,0.1,0.8,-12,-3,-4,1,-12,-1
CC(C)CCN(C(=O)C1CCCC1)c1c(N)n(Cc2ccccc2)c(=O)[nH]c1=O,8,-0.3,-0.1,-20,1,-5,-14,-11,6
CC1(C(=O)NC2CCCCC2)CCC(=O)N1C1CCN(Cc2ccccc2)CC1 (configuration not stated),0,x,-0.1,x,-3,x,17,-6,1
O=C(c1ccco1)N1CCN(C(c2ccc(Cl)cc2)c2nnnn2Cc2ccccc2)CC1 (configuration not stated),20,1.6,2.8,6,-3,-14,-10,9,13
O=C(NC1CCC(O)CC1)c1ccc(-c2ccc([N+](=O)[O-])cc2)o1 (configuration not stated),6,-1.0,-0.2,-2,-5,-2,2,-33,0
Cc1c(CNCCC2=CCCCC2)c(C(=O)O)c(C)n1Cc1ccccc1,14,-0.1,0.2,-7,-5,-5,-12,-5,26
Cn1c(=O)c2c(nc(/C=C/c3cccc(Cl)c3)n2C)n(C)c1=O,x,-1.0,x,-8,x,-6,x,9,1
COc1cccc(CN(C)CC(=O)Nc2cc3oc4ccccc4c3cc2OC)c1,26,-0.1,1.3,-15,-9,-7,-14,-3,5
CC(C)(C)NC(=S)NC(=O)C12CC3CCC(CC(C3)C1)C2,-9,1.4,-0.1,-21,-3,-2,-5,-6,3
CN(C)C(=O)c1c(-c2ccccc2)oc2ccc(O)cc12,12,0.4,2.3,7,-4,-7,-14,9,3
COC(=O)C(C(=O)OC)C(c1ccccc1)C(C(=O)c1ccccc1)[N+](=O)[O-] (configuration not stated),14,0.5,0.8,-9,-3,-6,-12,-1,6
Cc1ccc(C)c(S(=O)(=O)N2CCN(C(=O)Cc3sc(C)nc3-c3ccc(F)cc3)CC2)c1,7,x,5.5,x,-4,x,-13,59*,7
CCCCNC(=O)CN(Cc1ccco1)S(=O)(=O)c1ccc(C(C)=O)cc1,10,0.2,2.3,-14,-4,-3,-11,3,2
CCOc1ccc(N2C(=O)c3cccnc3C2Nc2ccc(Cl)cc2)cc1 (configuration not stated),22,-0.8,-0.2,-15,-4,2,-9,-6,10
C#Cc1cccc(NC(=O)c2ccc3c(c2)C(=O)N(Cc2cccnc2)C3=O)c1,-9,14,15,-4,2,-15,6,85*,15
O=C(O)Cn1cc(F)c(=O)[nH]c1=O,2,0.3,-0.5,-5,-2,-1,8,x,x
CCOC(=O)N1CCC(NC(=O)C2CCN(Cc3nc(-c4ccc(CC)cc4)oc3C)CC2)CC1,12,x,0.0,x,-10,x,2,-3,0
CCOc1ccc(-c2nc(CN3CCCC(C(=O)N4CCOCC4)C3)c(C)o2)cc1 (configuration not stated),-10,0.9,-0.4,-15,-4,3,-7,-6,1
Oc1c(CN2CCN(c3ccccc3)CC2)cc(Br)c2cccnc12,3,-1.1,0.9,2,-9,-4,-11,-4,9
CCOC(COC(=O)c1ccccc1C(=O)O)c1ccccc1 (configuration not stated),16,x,-0.6,x,-2,x,-10,-7,0
O=C(NCc1ccc2c(c1)OCO2)C12CC3CC(CC(C3)C1)C2,21,-1.1,0.8,-10,-4,-4,-8,12,5
N=C1N(c2ccccc2)C(=S)C(=Nc2ccccc2)N1c1ccccc1,0,x,0.4,x,-3,x,-6,4,0
COc1cc(/C=C2\CC/C(=C\c3cc(OC)c(OC)c(OC)c3)C2=O)cc(OC)c1OC,28,0.2,3.0,-21,-4,-10,-1,15,2
SMILES,CHO-K1 Ca PAM,V1R ag counter,CHO-K1 Ca ag,CHO parental Ca,CHRM1 agonist,OXTR potentiator,CHO-K1 Ca antag,TAAR1 antag,TAAR1 agonist
Cc1ccc(C(=O)O/N=C(\N)c2ccc(Br)cc2)cc1C,19,-0.6,0.9,-7,-4,-11,-14,3,5
COc1cccc(-c2cnc(C(O)c3cccc(C)c3C)[nH]2)c1 (configuration not stated),14,x,0.4,x,-1,x,-5,-1,2
CNC(=S)Nc1ccc(-c2nc3ccc(C)cc3s2)cc1,-7,0.3,0.6,2,3,-9,19,13,7
CCOC(=O)c1cccc(N2C(=O)C3C4C=CC(CC4)C3C2=O)c1 (configuration not stated),1,-1.9,-0.1,-18,0,-4,-14,-13,6
COCCCN1CC(=O)N2C(c3cccc(C)c3)c3[nH]c4ccccc4c3C[C@H]2C1=O (some centres not stated),14,5.4,3.5,-33,-2,-13,-8,4,5
CC1(C)OC(=O)C(=Cc2ccc[nH]2)C(=O)O1,9,0.2,-0.1,-4,-2,-3,-3,6,-1
CN(CC(=O)Nc1c(Cl)cccc1Cl)C(=O)Cc1ccc(S(=O)(=O)N2CCOCC2)s1,9,0.9,0.9,-11,-3,-1,-5,-5,5
CC1=NN(c2cccc(Cl)c2)C(=O)C1,8,1.0,1.9,1,2,3,-6,15,8
COc1ccc(N=c2scc(-c3ccc(OC)cc3)n2CCO)cc1,18,5.8,3.4,-20,-1,-21,-14,10,-2
Cc1ccc(-c2n[nH]c(=S)n2-c2ccccc2)cc1,22,0.3,0.4,3,-5,-2,-5,6,5
N/C(=N\N=C\c1ccc2c(c1)OCO2)SC1CC(=O)N(c2ccc(C(=O)O)cc2)C1=O (configuration not stated),4,0.3,0.4,-3,-3,-8,-2,3,1
O=C1C2C3C=CC(O3)C2C(=O)N1Cc1ccncc1 (configuration not stated),20,x,0.6,x,-1,x,-12,-15,3
O=C(O)CCC(=O)Nc1ccccc1C(=O)NCCc1ccccc1,8,0.6,0.4,8,-1,-2,-7,2,6
Cn1c(COc2nnc(-c3ccc(Cl)cc3)c3ccccc23)nc2ccccc21,7,8.8,-0.1,-6,-3,-1,-7,-5,-3
CC(C(=O)NCCCc1ccccc1)n1cccc1C(=O)c1ccccc1 (configuration not stated),4,0.1,-0.2,-26,-3,-10,-19,-26,-2
Cc1ccc(C2C3CSCC=C3C(C#N)=C(N)C2(C#N)C#N)cc1 (configuration not stated),16,1.4,1.3,-9,3,2,-17,4,11
CSCCC(NC(=O)c1cc(C(C)(C)C)oc1C)C(=O)O (configuration not stated),10,0.9,0.7,8,-1,-2,-15,0,11
COc1ccc(-c2cc3nnc(-c4ccccc4)nc3s2)cc1,-4,1.3,-0.1,0,-1,-14,-1,2,6
CN(Cc1ccccc1)S(=O)(=O)c1ccc(OCC(=O)NCc2ccncc2)cc1,10,4.7,1.7,-9,-3,-10,-11,1,13
COc1ccccc1-c1nnc(SCC(=O)NC2CCS(=O)(=O)C2)n1CCc1ccccc1 (configuration not stated),1,-0.6,-0.4,-7,-8,-9,3,-1,3
C[C@@H]1CN([C@@H](C)CO)C(=O)c2cc(Br)cnc2O[C@H]1CN(C)S(=O)(=O)c1ccccc1,23,x,-0.1,x,-3,x,-16,3,2
COc1cccc(/C=C2/C(=O)NN(c3ccccc3)C2=O)c1,7,x,-0.4,x,-2,x,-10,-20,21
CCOC(=O)C1CCCN(CCC(=O)Nc2ccc(Br)c(C)c2)C1 (configuration not stated),12,x,1.4,x,24*,x,-4,31,21
COc1ccc(C(C)=O)cc1Cn1c(C)c(C(=O)NC2CC2)sc1=O,-1,x,0.2,x,-6,x,4,-8,4
CS(=O)(=O)N1CCC(C(=O)Nc2cccc(Cl)c2Cl)CC1,12,0.9,0.7,2,0,0,-3,-26,2
SMILES,CHO-K1 Ca PAM,V1R ag counter,CHO-K1 Ca ag,CHO parental Ca,CHRM1 agonist,OXTR potentiator,CHO-K1 Ca antag,TAAR1 antag,TAAR1 agonist
CCOC(=O)c1cnn2c(N)c(C#N)cnc12,10,0.1,-0.1,4,-2,-3,-6,-13,1
CCCc1cc(=O)[nH]c(SCC(=O)Nc2ccc(Br)cc2Br)n1,11,0.4,6.1,-8,-5,-4,11,2,5
CN(C)c1cccc(F)c1C(=O)NC(=O)Nc1ccc(Cl)cc1,5,x,0.7,x,-7,x,-5,-5,4
CCCCCOC(=O)Cc1c(C)nc(-c2ccccc2)[nH]c1=O,7,-1.0,-0.1,-19,-3,0,-5,-4,15
Cn1c(SCC(O)c2ccccc2)nnc1-c1ccc2ccccc2c1 (configuration not stated),17,2.2,2.4,-10,-1,-3,-9,-30,5
O=C(CSc1nc2ccccc2o1)Nc1nc2ccc(Br)cc2s1,25,-0.8,6.0,-12,-4,-10,-9,-16,15
C/C(=N\NS(=O)(=O)c1ccc(Cl)cc1)c1ccc(O)cc1,10,0.0,1.0,-14,-1,-3,-18,7,2
Cc1cccc(OCCc2nnc(N)s2)c1C,10,0.9,0.9,-4,-2,-10,-2,14,10
O=S(=O)(c1cccc(-c2n[nH]c(=S)o2)c1)N1CCOCC1,10,-0.7,0.6,-9,-3,1,-11,-11,0
CN(C(=O)COC(=O)/C=C/c1ccccc1)C1CCS(=O)(=O)C1 (configuration not stated),0,x,0.1,x,-2,x,-7,-22,0
C/C(=C\C=C(C#N)C#N)c1cc(C#N)c(N)o1,8,x,9.6,x,4,x,-8,37,99*
CC1CCc2sc(NC(=O)C3CC(Cl)=CCC3C(=O)O)c(C#N)c2C1 (configuration not stated),-13,0.8,0.2,-8,-8,-7,0,10,-2
COc1ccccc1NC(=O)CCC(=O)OCc1ccc([N+](=O)[O-])cc1,13,0.2,3.3,-8,-7,-8,-10,1,-1

# No new results follow: entries from further up.
SMILES,CHO-K1 Ca PAM,V1R ag counter,CHO-K1 Ca ag,CHO parental Ca,CHRM1 agonist,OXTR potentiator,CHO-K1 Ca antag,TAAR1 antag,TAAR1 agonist
CC1CCc2sc(NC(=O)C3CC(Cl)=CCC3C(=O)O)c(C#N)c2C1 (configuration not stated),-13,0.8,0.2,-8,-8,-7,0,10,-2
COc1ccccc1NC(=O)CCC(=O)OCc1ccc([N+](=O)[O-])cc1,13,0.2,3.3,-8,-7,-8,-10,1,-1

# Assay outcomes as filed in PubChem BioAssay.
